TRHR ag: TRH receptor (human) agonism; P34981; activation, % at 2 µM; TRHR cells, calcium flux fluo-8, FDSS agonist mode; hit rate 0.18% among 360,000; in the data active = activation above about 30%; also: 0% is about no effect
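Agonist-mode FDSS calcium read (Ex 480/Em 530, 1 s cycles) in 1536-well TRHR cells with fluo-8 dye, after 10-cycle baseline and 23 nL compound addition; TRH at EC20 (10 nM final) added afterwards for the enhancer phase.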
IDH1 R132H inh: human IDH1 R132H inhibition. O75874. IDH1-R132H enzyme, NADPH consumption, diaphorase/resazurin fluorescence. Potency, µM (series often up to 76.6 µM), for the others: top-dose activity change, negative = inhibition, actives largely listed as inhibitors. hit rate 0.093% among 390,000. AID 602179; also: potency is read from the fitted curve at half-maximal effect; % is scaled to controls: 0 for no effect and ±100 for the full control effect; nearly all actives have a fitted effect of over 65% in size
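IDH1-R132H (0.5 ug/mL) preincubated 30 min with compound, then NADPH (0.016 mM) and alpha-KG (2 mM) added; 80 min at RT, pH 7.5. Remaining NADPH coupled via diaphorase/resazurin to fluorescence (540/590 nm); concentration-response curves normalized to no-enzyme control.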
TRHR enhancer: allosterically enhances the human TRH receptor; P34981; TRHR cells, fluo-8 calcium fluorescence, EC20 TRH enhancement; enhancement, % at 2 µM; hit rate 0.66% among 360,000; in the data active = enhancement above about 30%; also: 0% is about no effect
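TRHR-expressing cells loaded with fluo-8 calcium dye were read kinetically (ex 480/em 530) during compound addition, then stimulated with an EC20 of TRH (10 nM final). Enhancement of the Gq-mediated intracellular calcium response was scored.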
USP1 inh: USP1/UAF1 (human) deubiquitinase inhibition; O94782; recombinant USP1/UAF1, Ub-Rhodamine cleavage fluorescence; Potency, µM (doses to about 57.1 µM), for the others: at the top dose activity change, negative = inhibition, hits mostly inhibitors; hit rate 0.23% among 390,000; AID 743255; also: potency is read from the fitted curve at half-maximal effect; % is scaled to controls: 0 for no effect and ±100 for the full control effect; nearly all actives have a fitted effect of over 60% in size; inactives centre near -12
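1 nM enzyme complex + cpd, 15 min RT; start with Ub-Rho 150nM final; kinetic fluorescence ex 480/em 540, 6 reads q60 s. Buffer 50mM HEPES pH 7.8, 0.5mM EDTA, 0.1 mg/ml BSA, 1mM TCEP, 0.01% Tween-20.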
TrxR1 substrate: is turned over as a substrate by rat TrxR1; O89049; hit rate 0.01% among 390,000; purified TrxR1 substrate turnover, NADPH consumption readout; Potency, µM (series often up to 114 µM), for inactives: top-dose activity change, negative = substrate turnover; also: potency is read from the fitted curve at half-maximal effect; % is scaled to controls: 0 for no effect and ±100 for the full control effect; nearly all actives have a fitted effect of over 50% in size
Target sequence (O89049 whole entry, looked up): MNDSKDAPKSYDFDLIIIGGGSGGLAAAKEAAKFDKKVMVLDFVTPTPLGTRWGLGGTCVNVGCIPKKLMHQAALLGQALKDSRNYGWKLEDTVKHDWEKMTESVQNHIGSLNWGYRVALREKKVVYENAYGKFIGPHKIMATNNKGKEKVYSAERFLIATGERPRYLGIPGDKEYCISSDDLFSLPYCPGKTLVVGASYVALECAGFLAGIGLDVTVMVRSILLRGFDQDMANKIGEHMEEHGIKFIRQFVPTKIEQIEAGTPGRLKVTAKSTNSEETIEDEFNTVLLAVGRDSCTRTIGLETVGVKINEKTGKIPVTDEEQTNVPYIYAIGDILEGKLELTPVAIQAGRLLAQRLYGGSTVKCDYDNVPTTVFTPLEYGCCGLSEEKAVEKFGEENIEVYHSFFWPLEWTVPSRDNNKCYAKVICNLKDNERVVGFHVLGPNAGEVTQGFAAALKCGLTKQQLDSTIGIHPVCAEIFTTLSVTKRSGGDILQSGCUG
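Rat TrxR1, dispensed at 90 nM, was prereduced with 400 uM NADPH (final) for 5 min at ~22 deg C, then incubated with compound 15 min before 400 uM selenite. A first-read NADPH fluorescence drop versus no-compound background flagged substrates.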
D2 antag: D2 dopamine receptor (human) antagonism | P14416 | AID 485344 | HEK293 TREx D2 cells, calcium flux, dopamine EC80 | hit rate 2% among 340,000 | inhibition, % at 10 µM; in the data active = inhibition above about 30%; also: 0% is about no effect
Target sequence (P14416 whole entry, looked up): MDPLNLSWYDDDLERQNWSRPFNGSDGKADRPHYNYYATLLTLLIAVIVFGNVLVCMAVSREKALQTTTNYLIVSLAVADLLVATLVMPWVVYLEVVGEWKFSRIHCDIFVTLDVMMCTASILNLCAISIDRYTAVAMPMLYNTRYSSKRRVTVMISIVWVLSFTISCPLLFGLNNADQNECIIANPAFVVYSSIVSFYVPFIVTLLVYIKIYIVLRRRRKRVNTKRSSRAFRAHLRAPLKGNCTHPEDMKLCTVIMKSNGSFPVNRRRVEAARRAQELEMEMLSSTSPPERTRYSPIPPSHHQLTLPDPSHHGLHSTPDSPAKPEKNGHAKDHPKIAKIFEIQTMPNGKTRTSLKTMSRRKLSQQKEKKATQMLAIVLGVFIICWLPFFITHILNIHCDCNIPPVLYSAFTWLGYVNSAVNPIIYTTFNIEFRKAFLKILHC
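Antagonism is scored as inhibition of an EC80 dopamine-evoked calcium signal in a force-coupled, tetracycline-inducible HEK293 T-REx D2 line, with compound present 180 s before agonist.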
Pin1 inh: inhibitors of human Pin1 | hit rate 0.009% among 390,000 | Q13526 | Potency, µM (series often up to 115 µM), for inactives: at the top dose activity, negative = inhibition, hits mostly inhibitors | Pin1 FP peptide displacement, HiFluor488, 10 min; active = well fitted inhibition curve with a large enough effect in the polarisation, with a control signal flat, not every such curve was filed as active; inconclusive = small, poorly fitted or top-dose-only effect, or effect the other way, or a change in a side signal; inactive = no such curve, though single readings can be large or run the other way; the % refers to the polarisation; also: potency is read from the fitted curve at half-maximal effect; % is scaled to controls: 0 for no effect and ±100 for the full control effect
Target sequence (Q13526 whole entry, looked up): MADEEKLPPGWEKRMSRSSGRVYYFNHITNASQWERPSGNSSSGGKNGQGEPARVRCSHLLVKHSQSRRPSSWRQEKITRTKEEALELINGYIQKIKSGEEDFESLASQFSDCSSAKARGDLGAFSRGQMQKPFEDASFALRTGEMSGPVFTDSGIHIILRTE
rTrxR1 inhibitor: blocks rat thioredoxin reductase 1. hit rate 1% among 390,000. recombinant rTrxR1, NADPH fluorescence consumption, selenite substrate. Potency, µM (series often up to 114 µM), for the others: at the highest dose activity change, negative = inhibition, actives largely listed as inhibitors; also: potency is read from the fitted curve at half-maximal effect; % is scaled to controls: 0 for no effect and ±100 for the full control effect; nearly all actives have a fitted effect of over 65% in size
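Rat TrxR1 (90 nM in the dispensed reagent) was pre-reduced with 400 uM NADPH for 5 min at room temperature, then incubated with compound for 15 min. After 400 uM selenite was added, NADPH fluorescence (Ex 340/Em 450 nm) was followed for 8 min.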
D2 ag: agonists of human D2 dopamine receptor | P14416 | HEK293 T-REx D2 cells, calcium flux agonist mode | activation, % at 2 µM | hit rate 0.53% among 340,000;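 active = activation over 3 SD above normal in the single-dose calcium agonist read, cut at about 30% in these data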; also: 0% is about no effect
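Tetracycline-induced HEK293 Trex cells with D2 receptor force-coupled to calcium signaling, plated overnight at 30 C and loaded with no-wash calcium dye. Calcium flux read kinetically for 180 s after compound addition; responses flag agonists.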
* marks the source's active call; other numbers are inactive results; ? = inconclusive; . = no result given; [ ] = dose if it differs, or a comment. Unless noted, calls follow the shape of the dose curve; as a rule, active = well fitted inhibition curve with a large enough effect; inconclusive = small, poorly fitted or top-dose-only effect; inactive = no such curve, though single readings can be large or run the other way. A portion of the library; the hit share may differ from the screen's.

SMILES	TRHR ag	IDH1 R132H inh	TRHR enhancer	USP1 inh	TrxR1 substrate	D2 antag	Pin1 inh	rTrxR1 inhibitor	D2 ag
COC(=O)c1ccc(NC(=O)C2CCCCC2C(=O)O)cc1 (stereo not given)	0.1	2%	9	-4%	6%	-10	-2%	7%	-0.6
COc1ccc(CC2S/C(=N/N=C/c3ccc(O)cc3)NC2=O)cc1 (stereo not given)	-0.2	0%	-1	-14%	-8%	5	46%[activator]	7%	1.1
Cc1ccc2nc3n(c(=O)c2c1)CCCCC3	0.1	3%	-10	-9%	2%[57.1 µM]	8	-4%	4%[57.1 µM]	0.4
CN(C)C(=O)c1c(C(F)(F)F)nn(C)c1Cl	0.5	8%	0	-8%	7%[57.1 µM]	.	-7%	9%[57.1 µM]	.
c1ccc(-c2nn[nH]n2)nc1	0.6	-2%	-7	-24%	5%	-14	3%	14%	0.7
O=C(Cc1ccc(NC(=O)C2CCCN(C(=O)C3CCCCC3)C2)cc1)Nc1cccc(C(=O)N2CCCCC2)c1 (stereo not given)	.	-7%[38.3 µM]	.	-28%	4%	.	-1%	21%	.
COc1cc(OC)c(NC(=O)Cn2cccc2)cc1Cl	-0.1	4%	-4	-10%	-6%	1	3%	4%	0.3
CN(CC1CCCO1)S(=O)(=O)c1ccc(C(=O)Nc2ccc(S(N)(=O)=O)cc2)cc1 (stereo not given)	-0.5	-9%	-5	-27%	2%	-4	-12%	8%	-0.3
CCCCCn1c(=NC(=O)c2cccnc2)c(C#N)cc2c(=O)n3cccc(C)c3nc21	.	-1%	.	-18%	122%[activator]	.	-9%	40%[activator]	.
O=C(Nc1ccc(S(=O)(=O)N2CCCCC2c2cccnc2)cc1)c1ccc(F)cc1 (stereo not given)	-0.4	25%	-3	?	-2%[57.1 µM]	.	6%	17%[57.1 µM]	-0.1
CCOc1ccc(C(=O)C(CCC(CN(C)C)C(=O)c2ccc(OCC)cc2)CN(C)C)cc1 (stereo not given)	-0.1	-6%	-1	-14%	-10%	37*	-1%	2.8µM*	2.5
COc1ccc(C#Cc2c(-c3ccccc3)n(-c3ccccc3)c3ccc(CO)cc23)cc1	.	-9%	.	6%	128%[activator]	.	14%	35µM*	.
Cn1c(NCc2ccccc2Cl)nc2ccccc21	.	-1%	.	-16%	-4%	.	1%	9%	.
O=C(CN1C(=O)COc2ccccc21)N1CCOCC1	-0.5	2%	8	-20%	4%	.	-4%	5%	.
COC(=O)Cc1ccc(NC(=S)N2CCN(C(=O)C3CCCO3)CC2)cc1 (stereo not given)	0.4	-4%	0	-5%	-10%	7	-5%	-13%	0.3
Cc1ccc(OCCC(=O)Nc2ccc(F)c(Cl)c2)cc1	0.1	2%	2	-23%	-9%	-5	-4%	-2%	-0.8
Cc1ccc(NC(=O)CSc2nnc(CNC(=O)c3ccco3)n2C)cc1	-0.3	9%	3	-17%	1%	3	0%	4%	0.2
COc1ccc(CCN2C(=O)C3C4C=CC(C4)C3C2=O)cc1OC (stereo not given)	-0.2	3%	-2	-3%	8%	7	3%	3%	1.3
CC1CCC(NC(=O)c2ccc(CS(=O)(=O)Cc3ccccc3F)o2)CC1 (stereo not given)	-0.5	0%	0	-10%	-7%	-10	-8%	-28%	22
O=C(c1ccc(F)cc1)N1CCN(c2ccc([N+](=O)[O-])cc2-n2cccc2)CC1	0.0	22%	2	-13%	4%[57.1 µM]	-12	15%	11%[57.1 µM]	-1.2
CCOC(=O)C1CCCN(Cc2ccccc2C)C1 (stereo not given)	0.2	12%	1	2%	1%	10	-3%	18%	-1.0
Cc1ccc(N(CC(=O)NC(C)(C)C)C(=O)CNC(=O)c2cccs2)cc1	0.6	-3%	5	-15%	0%[57.1 µM]	8	7%	10%[57.1 µM]	0.1
Cc1ccc(-c2nc3c(Cl)cc(Cl)cc3c(=O)n2O)cc1	-1.1	-1%	-2	-24%	0%[57.1 µM]	-3	4%	8%[57.1 µM]	0.2
Cc1cccc(N2CCN(C(=O)c3ccnn3C)CC2)c1C	-0.4	9%	-1	-24%	-6%	-14	-1%	0%	0.3
COc1ccc(-c2cc3nc(C)c(CCC(=O)NC4CCCCC4)c(C)n3n2)c(OC)c1	0.1	-5%	3	?	38%[activator]	.	-2%	33%	0.1
Cc1cc2c(cc1S(=O)(=O)CCC(=O)N1CCCC(C)C1)OCC(=O)N2 (stereo not given)	-0.1	6%	11	-30%	-6%	.	0%	10%	-0.5
CC1CN(S(=O)(=O)c2ccc(C(=O)Nc3ccccc3F)cc2)CC(C)O1 (stereo not given)	.	-4%	.	2%	-9%	.	2%	-3%	.
CC(C)OCC(O)Cn1c(N2CCCC2)nc2c1c(=O)[nH]c(=O)n2C (stereo not given)	0.2	1%	0	13%	4%	13	-11%	6%	0.0
CCOc1ccc(NC(=O)CCN2CCN(S(=O)(=O)c3ccc(F)cc3)CC2)cc1	-1.3	-12%	16	-12%	-5%	.	5%	8%	.
Cc1cc(C)c(S(=O)(=O)Nc2ccc3c4c(cccc24)CC3)c(C)c1	-0.2	18%	-7	-22%	-4%	10	?	-11%	0.9
C#CCn1c(=O)c2c(ncn2C)n(C)c1=O	.	-8%	.	-11%	?	.	2%	6%[57.1 µM]	.
O=C(CN1CCCC1)Nc1ccc(OC(F)(F)F)cc1	2.2	1%	-9	-24%	-5%[57.1 µM]	-12	-5%	7%[57.1 µM]	3.8
CCOc1ccc(/C=C/C(=O)c2cc(Br)ccc(=O)c2O)cc1	0.5	5%	0	?	-11%	-6	?	35µM*	1.6
O=C(CCSc1nnc(-c2ccco2)o1)Nc1ccccc1	-0.1	1%	3	-19%	3%	-17	1%	13%	0.1
CCC(=O)c1ccc(OCC(O)Cn2nc(C)cc2C)cc1 (stereo not given)	0.1	3%	0	-13%	4%	16	0%	16%	-0.3
O=C(Cc1ccsc1)Nc1ccc2c(c1)OCO2	-0.3	-5%	1	-8%	-2%	-4	5%	25%	-0.1
Cc1nn(C)c(C(=O)N/N=C/c2ccccn2)c1[N+](=O)[O-]	-0.4	-7%	1	-23%	3%	3	0%	19%	0.1
CCOC(=O)c1ccc(NC(=O)CN2C(=O)c3cccnc3Sc3ccccc32)cc1	0.1	-8%	3	-3%	6%[57.1 µM]	.	6%	14%[57.1 µM]	0.4
O=C(O)CCn1c(SCCOc2ccccc2F)nc2ccccc21	-0.4	3%	-6	7%	2%	28	1%	22%[2.29 µM]	-0.5
O=C(CSCc1ccccc1Br)NC1CC1	-0.4	-4%	-2	-7%	2%[0.457 µM]	-1	2%	-1%	0.0

An excerpt of these results, comma-delimited:
SMILES,TRHR ag,IDH1 R132H inh,TRHR enhancer,USP1 inh,TrxR1 substrate,D2 antag,Pin1 inh,rTrxR1 inhibitor,D2 ag
CCC(=O)c1ccc(OCC(O)Cn2nc(C)cc2C)cc1 (stereo not given),0.1,3%,0,-13%,4%,16,0%,16%,-0.3
O=C(Cc1ccsc1)Nc1ccc2c(c1)OCO2,-0.3,-5%,1,-8%,-2%,-4,5%,25%,-0.1

Continued:
SMILES	TRHR ag	IDH1 R132H inh	TRHR enhancer	USP1 inh	TrxR1 substrate	D2 antag	Pin1 inh	rTrxR1 inhibitor	D2 ag
Cc1ccc(-n2ncc3c2CCCC3NC(=O)CCCN2CCCCC2=O)cc1C (stereo not given)	-0.5	2%	-5	-11%	-13%	-10	-5%	-15%	-0.7
CCN(CC(=O)Nc1ccc(C(C)=O)cc1)CC(=O)Nc1ccccc1C(F)(F)F	0.5	2%	-9	-3%	-2%[57.1 µM]	-6	2%	0%[57.1 µM]	0.7
CC(=O)CCN1C(=O)NC2(CCCc3ccccc32)C1=O (stereo not given)	0.3	5%	-5	-21%	8%	-6	0%	26%	0.1
Cc1cc(NC(=O)CCSc2ccccc2)no1	0.4	3%	-1	-26%	-1%	7	-8%	14%	-0.4
COc1ccc(-c2cc(C(=O)N3CCOCC3)c3ccccc3n2)cc1OC	0.0	2%	0	-21%	-2%	2	-9%	4%	0.5
CCOCc1[nH]c(=S)[nH]c(=O)c1Cc1ccc(OC(C)C)cc1	-1.2	5%	-4	-9%	0%[57.1 µM]	-19	3%	-7%[57.1 µM]	-0.1
COc1ccccc1NC(=O)c1ccc(S(=O)(=O)N(C)c2ccccc2)cc1	0.2	0%	0	-5%	0%	-8	?	21%	0.3
O=C(NC1CCCC1)c1ccc2c(c1)N(Cc1ccccc1Cl)C(=O)c1ccccc1S2	0.2	3%	-7	-4%	7%[57.1 µM]	.	49%[activator]	28%[57.1 µM]	0.1
CCOC(=O)C1CCN(C(=O)Nc2ccc3oc(C)nc3c2)CC1	0.2	6%	-2	9%	9%	.	1%	-2%	.
CC(=O)Nc1ccc(OC(=O)c2cc3cc(Br)ccc3oc2=O)cc1	0.0	7%	0	-12%	-4%	-4	-2%	-3%	0.0
COc1ccccc1CN1C(=O)c2ccccc2C1C(=O)NC1CCC(C)CC1 (stereo not given)	0.0	2%	0	-9%	-10%[57.1 µM]	17	-4%	22%[57.1 µM]	1.4
CC(C)(C)OC(=O)N1CCN(C(=O)c2[nH]cnc2C(=O)NCC(=O)OCc2ccccc2)CC1	0.0	0%	-4	22%	5%[57.1 µM]	3	-1%	5%[57.1 µM]	-0.1
O=C(CN1CCOCC1)Nc1c2c(nc3c1CCC3)CCC2	0.4	2%	0	-4%	2%[57.1 µM]	9	-4%	-10%	-0.8
COCCNC(=O)CN(C(=O)c1ccc(N2CCCC2)nc1)c1ccc(F)c(Cl)c1	-0.3	-4%	-6	-4%	-20%	3	0%	?	0.2

As entered above:
`O=C(CN1CCOCC1)Nc1c2c(nc3c1CCC3)CCC2` in D2 antag shows 9
`CCOC(=O)C1CCN(C(=O)Nc2ccc3oc(C)nc3c2)CC1` in Pin1 inh shows 1%
`Cc1cc(NC(=O)CCSc2ccccc2)no1` in D2 ag shows -0.4
`CC(C)(C)OC(=O)N1CCN(C(=O)c2[nH]cnc2C(=O)NCC(=O)OCc2ccccc2)CC1` in IDH1 R132H inh shows 0%
`CC(=O)CCN1C(=O)NC2(CCCc3ccccc32)C1=O` (stereo not given) in IDH1 R132H inh shows 5%

Assay outcomes from PubChem.
